Bioassay records from PubChem.
FUS suppressor: suppressors of FUS proteinopathy in yeast | AID 1347120 | S. cerevisiae FUS-expressing, growth rescue, OD600, 24 h | 390,000 tested, 0.24% active | Potency, µM (top dose mostly 76.6 µM), for the others: at the top dose growth rescue (activation), most hits filed as activators;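 note: potency is the fitted concentration of half-maximal effect; plate controls were DMSO vehicle for no effect and reference control for full effect; nearly all actives have a fitted effect of over 55% in size; some results filed as inactive show a strong effect at the top dose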
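S. cerevisiae expressing FUS from galactose induction served as the toxicity model. Growth after 24hr at 30C, read as absorbance at 600 nm, indicates suppression of toxicity; compounds dosed at several concentrations.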
IL-2 act: activators of IL-2. IL-2 activation reporter assay, cell-based qHTS; stimulated with anti-CD3/CD4/CD28 beads; in transgenic mouse T cells. activation, % (series mostly up to about 46 µM). 360,000 tested, 0.065% active. AID 652025; in the data active = activation above about 50%; inconclusive = mostly about 30% to 49%; note: 0% is about no effect
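Unstimulated transgenic mouse T cells preincubated 60 min with compound, then stimulated with anti-CD3/anti-CD4-coated beads plus anti-CD28 for 18 h at 37 degrees C. IL-2 response read as EGFP and DsRed fluorescence by plate cytometry.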
PLK1 PBD inh: blocks phosphopeptide binding to human PLK1 polo-box domain | P53350 | Plk1 PBD binding of FITC phosphopeptide, fluorescence polarization | Potency, µM, for the others: max response, negative = inhibition, most hits filed as inhibitors | 360,000 tested, 2.8% active; note: potency is the fitted concentration of half-maximal effect; series mostly up to about 57 µM; % is set by controls: 0 for no effect and ±100 for the full control effect; nearly all actives have a fitted effect of over 65% in size
Target sequence (P53350 whole entry, looked up, the tested form may be a part): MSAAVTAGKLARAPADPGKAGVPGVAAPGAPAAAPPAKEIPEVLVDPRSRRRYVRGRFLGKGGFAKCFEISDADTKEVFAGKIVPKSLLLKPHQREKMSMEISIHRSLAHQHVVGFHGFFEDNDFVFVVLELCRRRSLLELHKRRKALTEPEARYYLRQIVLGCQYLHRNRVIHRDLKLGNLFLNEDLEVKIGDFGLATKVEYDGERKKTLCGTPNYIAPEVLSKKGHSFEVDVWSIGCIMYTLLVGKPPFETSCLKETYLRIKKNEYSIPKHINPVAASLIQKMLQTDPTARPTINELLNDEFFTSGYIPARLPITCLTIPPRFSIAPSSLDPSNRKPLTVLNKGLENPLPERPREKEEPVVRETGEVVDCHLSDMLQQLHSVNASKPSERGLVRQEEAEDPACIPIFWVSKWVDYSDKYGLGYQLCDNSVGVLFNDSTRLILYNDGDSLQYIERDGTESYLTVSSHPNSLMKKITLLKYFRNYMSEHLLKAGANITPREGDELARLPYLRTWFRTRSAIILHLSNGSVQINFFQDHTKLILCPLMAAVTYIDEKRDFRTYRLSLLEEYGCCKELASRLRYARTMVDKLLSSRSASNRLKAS
Abeta rescue: A-beta toxicity reversal in yeast; 410,000 tested, 0.063% active; yeast expressing A-beta42, growth rescue, OD600, 48 h; response scale: 0% DMSO, 100% iron-clioquinol control; Potency, µM (doses to about 46.1 µM), for the others: at the top dose growth rescue, most hits filed as activators; note: potency is the fitted concentration of half-maximal effect; nearly all actives have a fitted effect of over 55% in size
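Growth rescue measured by 600 nm absorbance after 48 h yeast culture at 30 C with compound. Values normalized between DMSO and an equimolar ferric chloride plus clioquinol control.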
WRN helicase inh: blocks human WRN helicase; 360,000 tested, 0.46% active; Potency, µM (doses to about 114 µM), for the others: top-dose activity change, negative = inhibition, usual class: inhibitors; WRN helicase unwinding, fluorescent forked duplex, kinetic; note: potency is the fitted concentration of half-maximal effect; % is set by controls: 0 for no effect and ±100 for the full control effect; nearly all actives have a fitted effect of over 55% in size
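WRN at 20 nM final preincubated with compound 15 min at room temperature; reaction started with 100 nM fluorophore/quencher forked duplex oligonucleotide and 2 mM ATP final. Unwinding followed kinetically by red fluorescence (ex 525, em 598 nm).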
EPAC1 agonist: activates human EPAC1 exchange factor; EPAC1 agonist qHTS, biochemical assay; response scale: 100% = response to 6.5 mM cAMP; 360,000 tested, 0.073% active; Potency, µM (series often up to 154 µM), for inactives: top-dose activation, hits mostly activators; O95398; note: potency is the fitted concentration of half-maximal effect; nearly all actives have a fitted effect of over 60% in size
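Read-out is the fluorescence drop as BODIPY-GDP leaves Rap1B (480 nm excitation, 540 nm emission), recorded every 5 minutes over 30 minutes. Reactions held 100 nM EPAC1, 250 nM Rap1B–BODIPY-GDP and 50 uM GDP, with 6.5 mM cAMP setting full activation.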
EPAC1 antagonist: EPAC1 (human) antagonism. O95398. EPAC1 GEF assay, Rap1b-BODIPY-GDP exchange fluorescence. Potency, µM (titrated, usually from 115 µM), without a hit: top-dose activity change, negative = inhibition, actives largely listed as inhibitors. 360,000 tested, 0.14% active. AID 720709;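 note: potency is the fitted concentration of half-maximal effect; plate controls were vehicle for no effect and positive control for full effect; nearly all actives have a fitted effect of over 50% in size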
PI5P4K alpha inh: inhibitors of human PI5P4K alpha; P48426; PI5P4Kalpha enzyme, ADP-Glo luminescence, 60 min; active compounds read low; max response, %; 330,000 tested, 1.2% active; AID 652105; active = max response of -50% or lower; inconclusive = between -30% and -50%; inactive = -30% or higher; note: value at the top dose of about 77 µM; % is set by controls: 0 for no effect and ±100 for the full control effect
Target sequence (P48426 whole entry, looked up): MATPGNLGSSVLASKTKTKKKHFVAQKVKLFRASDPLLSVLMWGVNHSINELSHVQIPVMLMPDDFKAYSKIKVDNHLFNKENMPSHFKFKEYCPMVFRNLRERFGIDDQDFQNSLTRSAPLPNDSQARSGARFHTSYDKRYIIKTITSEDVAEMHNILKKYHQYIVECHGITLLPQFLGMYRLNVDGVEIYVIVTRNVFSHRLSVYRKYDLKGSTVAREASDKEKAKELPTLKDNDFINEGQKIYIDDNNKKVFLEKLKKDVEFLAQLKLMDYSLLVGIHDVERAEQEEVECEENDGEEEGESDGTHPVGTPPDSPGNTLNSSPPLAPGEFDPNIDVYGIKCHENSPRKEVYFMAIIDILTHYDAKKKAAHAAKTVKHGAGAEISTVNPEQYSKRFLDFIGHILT
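Controls without substrate or without enzyme flank wells where PI5P4Kalpha converts substrate using 5 microM ATP (final). Incubation lasts 60 minutes at room temperature; ADP formed is read by ADP-Glo luminescence.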
* marks the source's active call; other numbers are inactive results; ? = inconclusive; . = not tested or not shown; & = joins results of further samples; [ ] = remark or other dose. Unless noted, calls come from the whole dose curve; as a rule, active = well fitted curve in the direction sought with a large enough effect; inconclusive = small, poorly fitted or top-dose-only effect, or another doubt; inactive = no such curve, though single readings can be large; an effect the other way counts as inactive or inconclusive.

SMILES | FUS suppressor | IL-2 act | PLK1 PBD inh | Abeta rescue | WRN helicase inh | EPAC1 agonist | EPAC1 antagonist | PI5P4K alpha inh
c1ccc(-c2nc(NCc3ccco3)c3ccccc3n2)cc1 | ? | 0.2 | -4% | 5% | -5%[11.6 µM] | 24% | -10% | .
O=C(c1ccc(F)cc1)N1CCCC(c2ccccc2)C1 (stereo unspecified) | -1% | -0.7 | 0% | -36%[inhibitor] | -2% | 1% | -20% | 0
O=C(Nc1ccccc1)C1CCCN(S(=O)(=O)c2ccc(-n3cnnn3)cc2)C1 (stereo unspecified) | 1% | 1.1 | 1% | 8% | 3% | -2% | -2% | -1
CCOc1ccc(OCC(=O)OCC(=O)N2CCN(C(=O)c3ccco3)CC2)cc1 | -41% | -0.3 | -19% | -3% | 5% | 5% | -24% | -7
NC(=O)COC(=O)c1ccccc1OCc1ccccc1 | 3% | -0.4 | 0% | -3% | -1% | 5% | -6% | -27
O=C(c1cccc2cccc(O)c12)N1CCCCC1 | 1% | 1.0 | -17% | -17% | -6% | 3% | 7% | 1
COC(=O)Cn1c(=O)c2c(nc(Br)n2CC(=O)OC)n(C)c1=O | -9% | -0.4 | -7% | -6% | 0% | 5% | 7% | .
CSc1ccc(C(=O)N2CCc3ccc(NC(=O)c4ccccn4)cc3C2)cc1 | 46% | -8.3 | -7% | -7% | -26% | -4% | 12% | -3
COc1ccc(C(=O)NCC(=O)N=Nc2c(O)n(Cc3ccccc3)c3ccccc23)cc1OC | 19% | -5.5 | 0% | -21% | -8% | 4% | -3% | 2
Nn1c(SCc2c(F)cccc2F)nnc1-c1ccccn1 | 23% | 1.7 | -6% | -2% | -1% | 9% | 18% | -6
COCCNC(=O)C1(C)CCCN(CCS(=O)(=O)c2ccc(C)cc2)C1 (stereo unspecified) | -5% | 0.9 | -4% | -4% | 1% | -14% | 7% | 2
COc1ccc2oc(=N)c(C(=O)Nc3ccc(F)cc3)cc2c1 | 20% | 0.0 | -3% | -8% | -3% | 6% | -17% | -3
COc1ccccc1NC(=O)c1cc(OC)c(OC)cc1[N+](=O)[O-] | 4% | 3.7 | -4% | -13% | 8% | 9% | -2% | 7
COc1ccc(CCC(=O)N2CCN(c3cccc(C)c3C)CC2)cc1 | 2% | -1.3 | 0% | 5% | 0% | -3% | -3% | 5
CC1(C(=O)Nc2cccc3ccccc23)CC1(Br)Br (stereo unspecified) | -2% | -0.1 | -3% | 20% | 6% | 10% | 7% | -1

Sorted by the number under EPAC1 agonist (low to high): 3 from the list above.
| smiles | IL-2 act | PLK1 PBD inh | WRN helicase inh | EPAC1 agonist | EPAC1 antagonist | PI5P4K alpha inh |
| --- | --- | --- | --- | --- | --- | --- |
| O=C(c1ccc(F)cc1)N1CCCC(c2ccccc2)C1 (stereo unspecified) | -0.7 | 0% | -2% | 1% | -20% | 0 |
| NC(=O)COC(=O)c1ccccc1OCc1ccccc1 | -0.4 | 0% | -1% | 5% | -6% | -27 |
| COc1ccc2oc(=N)c(C(=O)Nc3ccc(F)cc3)cc2c1 | 0.0 | -3% | -3% | 6% | -17% | -3 |

Returning to the listing, starting two compounds before the break.
SMILES | FUS suppressor | IL-2 act | PLK1 PBD inh | Abeta rescue | WRN helicase inh | EPAC1 agonist | EPAC1 antagonist | PI5P4K alpha inh
COc1ccc(CCC(=O)N2CCN(c3cccc(C)c3C)CC2)cc1 | 2% | -1.3 | 0% | 5% | 0% | -3% | -3% | 5
CC1(C(=O)Nc2cccc3ccccc23)CC1(Br)Br (stereo unspecified) | -2% | -0.1 | -3% | 20% | 6% | 10% | 7% | -1
CCC1(c2ccc(C)cc2)NC(=O)N(C(C)C(=O)Nc2ccc(N3CCOCC3)cc2)C1=O (stereo unspecified) | . | -4.2 | 1% | -14% | -17% | -3% | 9% | 6
CC(=O)CSc1nc(-c2ccccc2)c(-c2ccccc2)o1 | 26% | 2.0 | 0% | 21% | -4% | 12% | -4% | 13
O=C1CC(C(=O)Nc2ccccc2)C2(CCCC2)O1 (stereo unspecified) | 5% | -3.5 | -12% | 6% | -2% | 6% | 0% | 8
c1ccc(C2CC(c3ccccc3)n3ncnc3N2)cc1 (stereo unspecified) | -8% | 0.3 | -5% | 23% | -4% | 3% | 3% | .
CC(C)CCNC(=O)CSc1nc2ccsc2c(=O)n1NC(=O)c1ccccc1 | 16% | 0.2 | -5% | 9% | -5% | -1% | 3% | .
COc1cccc(C=NN(C)c2c([N+](=O)[O-])cc(C(F)(F)F)cc2[N+](=O)[O-])c1O | -15% | -0.5 | -13% | -15% | -15%[57.1 µM] | -7% | -28% | 12
CC1Cc2nc(SCC(=O)NCC3CCCO3)n(-c3ccccc3)c(=O)c2S1 (stereo unspecified) | -25% | -0.1 | -3% | -6% | -1% | -6% | -3% | -14
CN(/N=C/c1ccncc1)C1=NCCN1 | 0% | -3.8 | 6% | -18% | 4% | -3% | 9% | 1
O=C(O)C1C2C=CC(O2)C1C(=O)Nc1ccccn1 (stereo unspecified) | 24% | -0.4 | -6% | -5% | 4% | 0% | 6% | -1
COc1ccc(CNC(=O)C2CCCN(S(=O)(=O)N3CCC(C)CC3)C2)c(OC)c1 (stereo unspecified) | 11% | -2.8 | -7% | 12% | 4% | -17% | -13% | -6
O=C(O)c1ccccc1-c1ccccc1C(=O)Nc1ccccc1Br | 36% | 0.5 | -7% | -10% | 2% | -2% | -1% | 2
CC(=O)C1=C(C)OC(N)=C(C#N)C1c1cc2cc(C)c(C)cc2nc1Cl (stereo unspecified) | 27% | -3.3 | -15% | 6% | -13% | 4% | -5% | .
Cc1cc(C)c(C(=O)CSc2nc(C)cc(=O)[nH]2)c(C)c1 | 10% | -0.6 | 1% | -5% | -3% | -8% | -4% | -1
O=C(Nc1ccc(Br)cc1F)c1sccc1-n1cccc1 | -10% | -2.5 | 0% | -6% | -10% | 18% | 3% | .
COc1ccc(Cl)cc1NC(=O)CSc1nnc(CN2CCOCC2)n1-c1ccc(Cl)cc1 | 49% | 1.2 | -6% | -6% | -8% | -5% | -12% | .
COc1cccc(NC(=O)CN(C)C(=O)c2ccccc2CCc2ccccc2)c1 | . | -4.1 | -3% | -9% | ? | 16% | ? | 12
CCOC(=O)N1CCN(c2c(N3CCOCC3)c(=O)c2=O)CC1 | -28% | -0.1 | 1% | 27% | -7% | 4% | 7% | -2
C=C(C)Cn1c(SCC(=O)N/N=C/c2cccc(O)c2)nc2ccccc2c1=O | . | -0.5 | -7% | 0% | 14% | -5% | -7% | 4
CCN1CCN(c2cc(C)c3cc(NC(=S)N4CCC5(CC4)OCCO5)ccc3n2)CC1 | -7% | -4.8 | -2% | -24% | -8% | 1% | -1% | 0
O=C(CSc1ccccc1)N1CCN(S(=O)(=O)c2cccs2)CC1 | -5% | 0.4 | ? | 4% | 2% | 9% | -29% | 4
CCOc1ccc(S(=O)(=O)N2CCN(C(=O)c3cccn3C)CC2)cc1 | 13% | 1.1 | 3% | 6% | -5% | 3% | 0% | -5
Cc1ccccc1N(C)S(=O)(=O)c1nnc(NC(=O)c2ccccc2F)s1 | 29%&24% | -2.7 | -24% | -31%&-14%[inhibitor] | -16% | 2% | -18% | -18
C[N+]1(C2CCC3CCCC2C3O)CCCCC1 (stereo unspecified) | 0% | -0.7 | -11% | 1% | 1% | -1% | -10% | -3
CC(=O)c1cccc(NC(=O)C2=CN3CCS(=O)(=O)N=C3C=C2)c1 | 2% | -0.6 | -8% | 1% | -2% | 10% | -9% | 0
CCN=C1S/C(=C/c2ccc(-c3ccc(F)cc3)o2)C(=O)N1CC | 9% | 2.6 | -4% | -14% | 1% | -6% | -1% | 4
OC1(c2cccc(C(F)(F)F)c2)CCN(Cc2nnnn2CCc2ccccc2)CC1 | 3% | -2.3 | 0% | 18% | -12%[57.1 µM] | -15% | 9% | 9
Cn1cc(/C=C2\SC(=S)N(NC(=O)c3ccccc3)C2=O)c2ccccc21 | 14% | 1.4 | 29% | -18% | 42%[activator] | 23% | 7% | -6
CCCCC(=O)Nc1ccc(C(=O)N2CCN(C)CC2)cc1 | -9% | -0.4 | 0% | -1% | -7% | 9% | -1% | -1
COc1cccc(-c2cc(CNC(=O)[C@H]3O[C@@H](n4ccc(=O)[nH]c4=O)[C@H](O)[C@@H]3O)no2)c1 | -21% | 1.0 | -5% | -21% | 7% | -4% | 1% | -1
COC(=O)[C@@]1(Cc2ccc(OC)cc2)[C@H]2c3cc(C(=O)N(C)C)n(C[C@H](O)CO)c3C[C@H]2CN1C(=O)c1ccccc1 | ? | -0.9 | -14% | -12% | -1% | -16% | 4% | -1
CCOc1ccc(C(C)=O)cc1CC(C(N)=O)C(N)=O | . | 1.0 | 1% | -8% | 6% | -5% | 8% | 1
O=C(NNC(=S)NCc1ccccc1)c1ccc2c(c1)OCO2 | 12% | 0.7 | -5% | 21% | -5% | -3% | ? | 1
Cc1ccc2oc(=O)c3cnn(CC(=O)N4CCN(c5ccccc5)CC4)c3c2c1 | -16%&-14% | 1.2 | 5% | -7%&3% | -9% | -4% | -24% | 6
COc1cc(Cl)ccc1S(=O)(=O)n1nc(C)cc1C | 22% | -1.2 | -7% | -6% | 5% | 0% | 9% | .
COc1ccc(-c2nnc(NC(=O)c3c(OC)cccc3OC)s2)cc1 | -21% | -0.5 | -4% | 13% | 10% | -3% | -17% | 5
Cc1cc(S(=O)(=O)NC2CCCCC2)ccc1OCC(=O)NCc1cccnc1 | 9% | -2.8 | -7% | -8% | 0% | -3% | 15% | .
CC(C)C(=O)Nc1ccc2c(c1)nc(CCN1CCN(C)CC1)n2C | 22% | -0.1 | 0% | 1% | -8% | 5% | -1% | .
Cc1ccc(C(c2sc3nc(C)nn3c2O)N2CCN(CCO)CC2)cc1 (stereo unspecified) | -13% | -0.7 | 2% | -2% | -1% | -2% | 8% | -3
O=S(=O)(c1ccc(F)cc1)N1CCCC(CO)C1 (stereo unspecified) | . | -6.2 | -9% | 0% | -24% | -5% | 10% | 4
CCN(c1ccccc1)S(=O)(=O)c1cccc(C(=O)NCC(c2ccco2)N2CCCCC2)c1 (stereo unspecified) | 15% | -4.7 | -2% | 0% | -5% | -3% | -20% | 2
CC(=O)c1cccc(NC(=S)NC(=O)CC(C)(C)C)c1 | -1% | -2.3 | -8% | 6% | 0% | 3% | -1% | .
C[C@H](CO)N1C[C@H](C)[C@@H](CN(C)S(=O)(=O)c2ccc(Cl)cc2)Oc2ccc(NS(=O)(=O)c3ccccc3)cc2CC1=O | 10µM* | -0.2 | -1% | 0% | -13% | -7% | -21% | 8
Cc1ccc(N(CC(=O)NCc2ccc3c(c2)OCO3)C(=O)CCC(=O)Nc2ccccn2)cc1 | 20% | 0.9 | -11% | -20% | -9% | -10% | ? | 8
